# Screening results from PubChem BioAssay.
# T cell HTS: modulates CD8 T cell binding to vesicles; 2C CD8+ T cell-vesicle binding, flow cytometry; active compounds read low; calls only at 7 µM; 0.068% of 330,000 active;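 active = response, share of CD8 T cells binding vesicles, and their 90th percentile fluorescence all below set limits, cut at about 80% in these data, passing the limit was not always enough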
#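 incubation = binding step 1.5 h, 37 °C, antibody labelling 20 min, ice | test system = 2C mouse CD8+ T cells | read-out basis = percent CD8+ FL2 mean versus row control | controls = Peptide-free naked vesicles (low) and QL9 vesicles with 0.7% DMSO vehicle (high) | detection = flow cytometry of vesicle-bound cells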
# LYP inhibition: PTPN22 lymphoid phosphatase activity blockers – biochemical, fluorescence intensity, uHTS (AID 1779); inhibition, % at 11.5 µM; hits with a dose series show IC50 in µM; recombinant LYP phosphatase, fluorescence intensity; higher % means a stronger effect; 0.054% of 290,000 active; in the data active = inhibition above about 50%;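 note: plate controls were vehicle with enzyme for no effect and no enzyme for full effect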
# GPR35 antagonists: inhibition of zaprinast-stimulated GPR35 beta-arrestin translocation – imaging, U2OS, beta-arrestin-GFP, zaprinast agonist, primary screen (AID 2058). 0.052% of 290,000 active. U2OS GPR35 beta-arrestin-GFP translocation imaging, zaprinast antagonism; higher % means a stronger effect. inhibition, % at 10 µM; hits with a dose series show IC50 in µM;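 active = inhibition of at least 50% with at least 30 cells and total cytoplasm GFP at most 10,000,000; inconclusive = under 30 cells or total GFP of 10,000,000 plus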
# Lipid droplet: modulators of hepatic lipid droplet formation; AML12 mouse hepatocytes, oleate lipid droplets, BODIPY imaging; 0.4% of 240,000 active; inhibition, % at 6.5 µM;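 active = lipid droplet intensity inhibited by at least 50%, with more than 500 cells counted; inconclusive = wells with under 300 cells, treated as cytotoxic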
#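 Technique: fluorescence imaging, 20x objective, two fields per well / Assay system: AML12 hepatocytes (mouse) / Measure: % inhibition of lipid droplet signal / Doses: 6.5 µM single-point dosing / Incubation: overnight exposure / Reagent: 100 µM oleic acid challenge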
# GPR55 LPI antagonism: inhibition of LPI-stimulated GPR55 beta-arrestin translocation – imaging, U2OS, beta-arrestin-GFP, LPI agonist, primary screen (AID 2013); U2OS GPR55 beta-arrestin-GFP translocation imaging, LPI antagonism; higher % means a stronger effect; inhibition, % at 10 µM, or IC50 in µM where a hit was titrated; 0.13% of 290,000 active;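 active = spots per cell inhibited over 60%, with over 100 cells counted and total cytoplasm intensity under 500,000; inconclusive = wells with under 100 cells, flagged as likely toxic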;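 note: U2OS cells stably carrying GPR55 and arrestin-GFP stimulated by 5 µM LPI near EC80; imaged beta-arrestin-GFP aggregate spots per cell after agonist stimulation; plate controls were LPI-stimulated DMSO wells for no effect and DMSO wells without LPI for full effect; some results filed as inactive read as strong as hits; confirmed hits need IC50 under 10 µM and bright autofluorescent wells are also inconclusive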
# SV40 large T antigen: TAg ATPase/helicase activity blockers – biochemical (AID 1903); inhibition, % at 20 µM; hits with a dose series show IC50 in µM; 0.39% of 310,000 active; SV40 large T antigen ATPase/helicase inhibition assay; higher % means a stronger effect; in the data active = a potency from the dose series; inconclusive = inhibition mostly from about 32% at the one dose, without a potency; inactive = the rest, 99 in 100 with inhibition below about 32%; note: strong numbers were not always called active
# NTR1 ag: agonists of NTR1, primary screen, imaging, U2OS cells, beta-arrestin-GFP, high content (AID 493036); P30989; NTR1-U2OS beta-arrestin-GFP spot imaging, agonist mode; activation, % at 20 µM; 0.17% of 330,000 active;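 active = activation at or above 40% of the spot to cytoplasm intensity ratio, with at least 20 cells analyzed; inconclusive = wells under 20 cells, flagged as cytotoxic or low count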;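 note: 0% = DMSO without peptide and 100% = 100 nM NTR1 peptide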
# Target sequence (P30989 whole entry, looked up): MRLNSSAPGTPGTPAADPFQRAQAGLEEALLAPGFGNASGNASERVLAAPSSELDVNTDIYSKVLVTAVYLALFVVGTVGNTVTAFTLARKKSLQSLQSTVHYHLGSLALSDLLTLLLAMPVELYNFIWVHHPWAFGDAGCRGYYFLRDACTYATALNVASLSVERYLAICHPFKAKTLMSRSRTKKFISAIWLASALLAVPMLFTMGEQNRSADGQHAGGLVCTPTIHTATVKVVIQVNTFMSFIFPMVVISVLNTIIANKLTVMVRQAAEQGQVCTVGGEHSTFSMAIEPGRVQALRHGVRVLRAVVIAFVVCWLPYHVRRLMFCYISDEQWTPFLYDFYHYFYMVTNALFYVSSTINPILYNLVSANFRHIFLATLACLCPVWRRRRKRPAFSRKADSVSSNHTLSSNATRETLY
# MgcRacGAP inhibition: MgcRacGAP GTPase-activating activity inhibitors, confirmation, biochemical, ADP Hunter fluorescence | MgcRacGAP-stimulated Rac1 GTP hydrolysis, ADP Hunter fluorescence; higher % means a stronger effect; GST-tagged Rac1 F28L mutant substrate | inhibition, % at 30 µM, or IC50 in µM where a hit was titrated | 0.6% of 340,000 active;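 active = first-screen hits whose inhibition reached a set limit at any dose in the follow-up dose series; inconclusive = inhibition above the set first-screen limit but never retested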;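 note: fluorescence reports GDP produced by GAP-driven GTP hydrolysis; strong numbers were not always called active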
# GPR55 activation: GPR55 agonists via beta-arrestin recruitment, primary screen, imaging, U2OS cells, beta-arrestin-GFP redistribution (AID 1961); U2OS GPR55 beta-arrestin-GFP redistribution imaging; higher % means a stronger effect; activation, % at 10 µM, or EC50 in µM where a hit was titrated; 0.048% of 290,000 active;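 active = activation above 40% with more than 50 cells counted in the well; inconclusive = wells holding fewer than 50 cells, flagged as toxic or sparse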;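 note: U2OS osteosarcoma cells stably expressing GPR55 and beta-arrestin-GFP; plate controls were DMSO negative control for no effect and LPI positive control for full effect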
# Lipid droplet cells 6.5 µM: also measured in Lipid droplet; calls as there; cell count; measured here: cell count, cytotoxicity flag;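 cells counted across two imaged fields per well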
# T cell HTS vesicle-bound %: second read-out of T cell HTS, no call of its own (marks repeat the call); double positive events, %; measured here: CD8+ vesicle-bound cell fraction;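 binding gate set so that unloaded-vesicle control wells show 10% double positive cells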
# NTR1 ag cell count 20 µM: recorded beside NTR1 ag, whose call it bears; cell count; measured here: cell count, cytotoxicity flag
# * = called active by the depositor; i = inactive; ? = inconclusive; . = not tested or not shown. An unsorted share of the library, and some 1.8% of all compounds hit somewhere here.
1	Cc1cc(OC(=O)c2ccccc2Cl)c([N+](=O)[O-])c(=O)[nH]1
2	O=C(CCN1C(=O)/C(=C/c2ccc(F)cc2)SC1=S)NNC(=O)c1cccnc1
3	O=C(c1cccc(F)c1)N1CCc2ccccc2C1
4	Cc1ccc(NCc2ccc(O)c3ncccc23)cc1C
5	CCn1c(COc2ccc(=O)n(-c3ccccc3)n2)n[nH]c1=S
6	Cc1ccc(C(=O)N/C(=C\c2ccco2)C(=O)NCCN2CCCCC2)cc1C
7	O=C(NC1CCCc2ccccc21)c1cn2ccccc2n1 (stereo not given)
8	Cc1nc(NCCc2ccccc2)c2oc3ccccc3c2n1
9	Cc1nn(C)c(=O)n1N(C)c1ncc(C(F)(F)F)cc1Cl
10	O=C(Cc1ccc(F)cc1)NC1CCSC1=O (stereo not given)

screen / no.	1	2	3	4	5	6	7	8	9	10
T cell HTS	i	i	i	i	i	i	i	i	i	i
T cell HTS vesicle-bound %	41	4	18	46	35	15	52	44	54	44
LYP inhibition	-4%	-8%	-5%	-3%	-2%	-10%	-4%	-3%	0%	-2%
GPR35 antagonists	3%	-12%	0%	15%	14%	-15%	13%	8%	-11%	8%
Lipid droplet	19	1	-26	6	4	-11	-12	-40	12	-6
Lipid droplet cells 6.5 µM	755	667	719	766	695	843	650	741	714	722
GPR55 LPI antagonism	-6%	10%	7%	19%	0%	-12%	6%	24%	8%	13%
SV40 large T antigen	.	18%	2%	34%	9%	1%	8%	6%	5%	1%
NTR1 ag	-0.6	4.4	3.9	-0.3	-0.6	-0.3	-0.3	7.7	-0.6	-1.0
NTR1 ag cell count 20 µM	35	46	100	47	91	70	32	62	64	90
MgcRacGAP inhibition	4%	-14%	1%	-2%	4%	11%	6%	0%	1%	6%
GPR55 activation	0.3%	-0.3%	0.0%	0.0%	0.1%	0.6%	0.2%	0.0%	0.1%	0.0%

# Full records, looked up by structure. Order of values: T cell HTS, T cell HTS vesicle-bound %, LYP inhibition, GPR35 antagonists, Lipid droplet, Lipid droplet cells 6.5 µM, GPR55 LPI antagonism, SV40 large T antigen, NTR1 ag, NTR1 ag cell count 20 µM, MgcRacGAP inhibition, GPR55 activation
# CCn1c(COc2ccc(=O)n(-c3ccccc3)n2)n[nH]c1=S as listed: i, 35, -2%, 14%, 4, 695, 0%, 9%, -0.6, 91, 4%, 0.1%
# O=C(Cc1ccc(F)cc1)NC1CCSC1=O (stereo not given) as listed: i, 44, -2%, 8%, -6, 722, 13%, 1%, -1.0, 90, 6%, 0.0%
# Cc1nc(NCCc2ccccc2)c2oc3ccccc3c2n1 as listed: i, 44, -3%, 8%, -40, 741, 24%, 6%, 7.7, 62, 0%, 0.0%

# The list continues.
11	CCOC(=O)c1sc(N)nc1C(C)(C)C
12	O=c1[nH]c2c(s1)C(c1ccccc1)C1C3CCC(C3)C1S2 (stereo not given)
13	O=C(NCc1ccccc1F)C1CCN(C(=O)c2sccc2-n2cccc2)CC1
14	CC(=O)c1ccc(NC(=S)Nc2cccc(S(=O)(=O)Nc3c(C)n(C)n(-c4ccccc4)c3=O)c2)cc1
15	CC(=O)Nc1ccc(S(=O)(=O)Nc2nc3ccccc3nc2Nc2ccc(O)cc2)cc1
16	COc1ccccc1Nc1nc(N)nc(CN(C)C2CCCCC2)n1
17	COc1ccc(N2CCN(C(=O)CNC(=O)Cn3cnc4sc(C)c(C)c4c3=O)CC2)cc1
18	CCOC(=O)c1ccc(NC(=O)CN(c2ccc(C)cc2)S(=O)(=O)c2c(C)n[nH]c2C)cc1
19	O=C(NC(=S)Nc1nc(-c2ccc(Br)cc2)cs1)c1cccnc1
20	COc1ccc(CSc2nnc(SCc3ccc([N+](=O)[O-])cc3)s2)cc1

screen / no.	11	12	13	14	15	16	17	18	19	20
T cell HTS	i	i	i	i	i	i	i	i	.	i
T cell HTS vesicle-bound %	23	26	59	29	39	41	10	0	.	11
LYP inhibition	-4%	-9%	-6%	0%	-2%	-6%	-8%	-3%	-3%	2%
GPR35 antagonists	6%	22%	-5%	10%	4%	-12%	-21%	0%	6%	-4%
Lipid droplet	.	-6	-14	-8	26	-6	28	.	.	.
Lipid droplet cells 6.5 µM	.	772	727	666	725	758	736	.	.	.
GPR55 LPI antagonism	43%	-7%	-4%	5%	5%	2%	-4%	6%	22%	16%
SV40 large T antigen	-2%	4%	3%	2%	9.6µM*	-3%	4%	12%	14%	-3%
NTR1 ag	-0.7	4.9	1.9	0.9	-0.7	18	0.7	5.8	1.6	2.2
NTR1 ag cell count 20 µM	60	57	82	52	51	73	60	54	58	58
MgcRacGAP inhibition	4%	19%	3%	4%	?	1%	5%	6%	3%	5%
GPR55 activation	-0.3%	-0.1%	-0.6%	-0.2%	-0.1%	0.3%	0.2%	-0.2%	-0.1%	-0.2%

21	Cc1ccccc1NC(=O)c1ccc(COc2ccc3c(C)cc(=O)oc3c2)cc1
22	CC(=O)N1CCc2cc(S(=O)(=O)CCC(=O)N3CCC(C)CC3)ccc21
23	O=C(NCc1ccccc1Cl)C1CCCN(c2ncnc3c2nc2n3CCCCC2)C1 (stereo not given)
24	O=C1CC(c2ccccc2)c2ccc(O)cc2O1 (stereo not given)
25	O=C(CCC(=O)N(CC(=O)NC1CCCCC1)Cc1ccco1)Nc1nccs1
26	CCOC(=O)c1cnc2c(-c3ccccc3)c(-c3ccccc3)nn2c1C
27	O=C(CO/N=C/c1ccc(OC(F)F)cc1)NC1CCCCC1
28	Cc1ccc(CS(=O)(=O)c2ccc(C(=O)N3CCCCC3)cc2[N+](=O)[O-])cc1
29	O=C(c1ccc2c(=O)n(Cc3ccc4c(c3)OCO4)c(=S)[nH]c2c1)N1CCCCC1
30	O=C(c1ccc(S(=O)(=O)Cc2cc(F)ccc2F)c([N+](=O)[O-])c1)N1CCCCC1

screen / no.	21	22	23	24	25	26	27	28	29	30
T cell HTS	i	i	i	i	i	i	i	i	i	i
T cell HTS vesicle-bound %	53	32	16	3	37	30	37	30	17	17
LYP inhibition	-11%	-8%	-5%	0%	-8%	0%	-4%	1%	-5%	-10%
GPR35 antagonists	2%	-6%	-6%	-2%	7%	-15%	-4%	-3%	4%	-5%
Lipid droplet	0	-16	-6	12	.	-14	4	3	.	11
Lipid droplet cells 6.5 µM	688	694	720	807	.	791	684	678	.	605
GPR55 LPI antagonism	0%	4%	-13%	15%	16%	10%	9%	9%	3%	15%
SV40 large T antigen	10%	4%	3%	21%	2%	7%	23%	-7%	7%	11%
NTR1 ag	6.8	0.1	0.1	0.9	-0.5	8.2	0.0	-0.1	11	1.5
NTR1 ag cell count 20 µM	84	58	55	72	71	93	46	44	61	64
MgcRacGAP inhibition	-1%	10%	5%	5%	6%	6%	5%	6%	7%	7%
GPR55 activation	-0.3%	0.2%	-0.1%	-0.1%	-0.1%	-0.3%	0.0%	-0.4%	-0.1%	0.6%

31	CC(/C=N/NC(=O)c1cc(-c2cccnc2)nc2c1c(C)nn2-c1ccccc1)=C\c1ccccc1
32	S=C1SCN(Cc2cccnc2)CN1Cc1cccnc1
33	COc1cccc(-n2c([S-])c(C(=O)Nc3ccc(S(=O)(=O)N4CCOCC4)cc3)[n+]3cc(C(N)=O)ccc23)c1
34	N#Cc1nc(Cc2cccc3ccccc23)oc1NCCN1CCCCC1
35	CN(C)c1cc(Nc2cccc(O)c2)c([N+](=O)[O-])c2nonc12
36	CCN(Cc1ccccc1)C(=O)c1nn(-c2ccc(OC)cc2)c(=O)c2c1c1ccccc1n2C
37	CCOc1cc(NC(=S)NCCCN2CCOCC2)c(OCC)cc1NC(=O)c1ccccc1
38	O=C(COc1ccc(Cl)cc1)NCCS(=O)(=O)N1CCN(c2ccccc2F)CC1
39	CCOc1ccc(NC(=O)C2CCCN(S(=O)(=O)c3ccc4c(c3)CCCN4C(C)=O)C2)cc1 (stereo not given)
40	Cc1ccc(S(=O)(=O)N2CCN(C(=O)c3cc(=O)[nH]c4ccccc34)CC2)c(C)c1

screen / no.	31	32	33	34	35	36	37	38	39	40
T cell HTS	i	i	i	.	i	i	i	i	i	i
T cell HTS vesicle-bound %	44	30	34	.	28	63	61	6	40	58
LYP inhibition	3%	-11%	-2%	-7%	-6%	11%	-3%	1%	-6%	-3%
GPR35 antagonists	13%	1%	6%	2%	-4%	-16%	-14%	0%	4%	-1%
Lipid droplet	38	-32	-15	.	-5	-42	8	4	-6	-3
Lipid droplet cells 6.5 µM	601	690	736	.	730	668	701	772	682	710
GPR55 LPI antagonism	1%	-10%	10%	-4%	-9%	14%	1%	8%	7%	19%
SV40 large T antigen	1%	23%	11%	0%	17%	8%	2%	6%	9%	18%
NTR1 ag	2.3	2.4	4.2	-0.9	1.9	13	-0.5	0.3	0.2	1.2
NTR1 ag cell count 20 µM	44	34	67	81	51	76	48	71	77	81
MgcRacGAP inhibition	5%	15%	-11%	-3%	-13%	5%	3%	10%	7%	0%
GPR55 activation	-0.3%	0.5%	0.6%	-0.1%	-0.1%	0.1%	-0.6%	0.2%	-0.3%	0.2%

41	COc1ccc(NC(=O)CNCCC2=CCCCC2)cc1
42	O=C(CSc1cccc2cccnc12)Nc1ccccc1F
43	O=C(NC1CC1)C1CCN(c2ccc(S(=O)(=O)N3CCOCC3)cc2Cl)CC1
44	Cc1c(C(=O)N2CCN(CCc3ccccn3)CC2)oc2ccc(F)cc12

screen / no.	41	42	43	44
T cell HTS	i	i	i	i
T cell HTS vesicle-bound %	63	57	22	45
LYP inhibition	1%	-1%	-5%	-2%
GPR35 antagonists	-3%	-7%	3%	0%
Lipid droplet	1	-4	.	-3
Lipid droplet cells 6.5 µM	728	853	.	770
GPR55 LPI antagonism	4%	8%	2%	3%
SV40 large T antigen	0%	12%	4%	3%
NTR1 ag	-0.9	0.8	-0.7	-0.2
NTR1 ag cell count 20 µM	43	62	79	66
MgcRacGAP inhibition	0%	5%	3%	2%
GPR55 activation	0.0%	0.3%	-0.2%	-0.1%
